PPARg SRC-3 ag: promotes SRC-3 coactivator recruitment by human PPARgamma; P37231; biochemical PPARgamma/SRC-3 coactivator recruitment assay; activation, % at 8 µM; 200,000 tested, 0.26% active; AID 731; in the data active = activation above about 23%;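 also: 0% = DMSO and 100% = reference agonist; some compounds past the cut are filed as inactive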
PPARg SRC-1 ag: agonists of human PPARgamma SRC-1 coactivator recruitment | P37231 | PPARgamma-SRC-1 coactivator recruitment biochemical assay | activation, % at 8 µM | 200,000 tested, 0.41% active; in the data active = activation above about 19%;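 also: 0% = DMSO and 100% = reference agonist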
ROMK mod: human ROMK K+ channel modulation, primary screen. AID 1918. P48048. 130,000 tested, 2% active. B-score at 10 µM. Tet-inducible ROMK, thallium flux fluorescence; actives lie on both sides;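 active = signal ratio slope over the read window, or its plate-corrected B-score, at least 3 SD from the plate mean, either direction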;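 also: B-score of the F/F0 ratio slope over 7 to 12 s after thallium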
Target sequence (P48048 whole entry, looked up): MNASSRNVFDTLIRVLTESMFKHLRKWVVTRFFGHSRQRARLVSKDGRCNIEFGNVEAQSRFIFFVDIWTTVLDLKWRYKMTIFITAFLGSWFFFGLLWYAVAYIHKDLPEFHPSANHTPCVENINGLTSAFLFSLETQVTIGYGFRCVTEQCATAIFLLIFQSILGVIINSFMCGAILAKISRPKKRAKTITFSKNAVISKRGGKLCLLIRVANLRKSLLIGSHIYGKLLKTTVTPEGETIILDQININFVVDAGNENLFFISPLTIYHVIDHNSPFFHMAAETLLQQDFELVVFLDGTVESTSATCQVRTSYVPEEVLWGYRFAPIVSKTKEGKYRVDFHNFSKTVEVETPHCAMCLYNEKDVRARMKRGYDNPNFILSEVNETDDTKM
PPARg SRC-2 ag: promotes SRC-2 coactivator recruitment by human PPARgamma; P37231; PPARgamma LBD-SRC-2 recruitment, biochemical; activation, % at 8 µM; 200,000 tested, 0.34% active; AID 1032; in the data active = activation above about 22%;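 also: 0% = vehicle and 100% = reference agonist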
STAT1 blocker: reduces IFN-gamma driven STAT1 reporter signal; 200,000 tested, 0.35% active; AID 920; NIH 3T3 STAT1-luciferase reporter, luminescence; inhibition, % at 5.5 µM;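 active = inhibition above a set limit, the mean inhibition across all tested compounds plus 3 SD, cut at about 34% in these data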;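 also: 0% = IFN-gamma with DMSO and 100% = IFN-gamma with 300 µM nifuroxazide; values of inactives mirror those of a sister screen read the other way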
TR-FRET SRC-2 ct: flags TR-FRET format artefacts in PPARgamma SRC-2 recruitment agonist screen; TR-FRET artefact counter-screen; active compounds read high; TR-FRET ratio at 8 µM; 200,000 tested, 0.4% active; AID 1049; in the data active = TR-FRET ratio above about 2000; also: inactives centre near 1500
STAT3 inh: STAT3 signaling inhibition | U3A cells, IL-6 STAT3-luciferase reporter, luminescence; host cell line lacks STAT1 | inhibition, % at 5.5 µM | 190,000 tested, 0.89% active | AID 862;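 active = inhibition above the mean inhibition across all screened compounds plus 3 SD, cut at about 44% in these data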;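 also: 0% = DMSO only wells and 100% = 100 µM nifuroxazide control wells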
TLR4-MyD88 BLA: inhibitors of human TLR4-MyD88 binding; O00206+Q99836; HeLa CL3-4 TLR4/MyD88 BLA complementation, FRET ratio; inhibition, % at 8.4 µM; 200,000 tested, 0.18% active; in the data active = inhibition above about 25%;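 also: 0% = vehicle and 100% = reference inhibitor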
S1P3 antagonist: antagonists of human S1P3 receptor; Q99500; CHO S1P3 NFAT-BLA reporter, FRET fluorescence, antagonist mode; inhibition, % at 4.98 µM; 170,000 tested, 0.27% active;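 active = inhibition above the plate cutoff, the mean inhibition of test wells on that plate plus 3 SD, cut at about 28% in these data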;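 also: cells challenged with S1P at its EC80 of 0.8 µM; blue over green emission ratio from cleaved BLA substrate after 4 h stimulation; 0% = S1P-stimulated wells and 100% = unstimulated DMSO-only wells; some compounds past the cut are filed as inactive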
Target sequence (Q99500 whole entry, looked up): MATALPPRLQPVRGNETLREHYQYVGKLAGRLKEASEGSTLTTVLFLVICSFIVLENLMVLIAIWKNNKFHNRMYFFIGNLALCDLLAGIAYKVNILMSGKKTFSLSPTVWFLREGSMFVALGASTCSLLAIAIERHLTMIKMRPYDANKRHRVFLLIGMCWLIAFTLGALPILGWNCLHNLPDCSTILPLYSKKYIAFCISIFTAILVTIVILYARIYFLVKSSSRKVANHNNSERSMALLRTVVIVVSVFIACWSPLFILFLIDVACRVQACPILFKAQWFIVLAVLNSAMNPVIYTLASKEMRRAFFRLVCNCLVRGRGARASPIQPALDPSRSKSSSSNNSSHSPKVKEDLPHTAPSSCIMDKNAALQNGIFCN
STAT3 act: STAT3 signaling activation; U3A cells, IL-6 STAT3-luciferase reporter, luminescence; 100% = signal with IL-6 EC80 alone; activation (% of control), % at 5.6 µM; 190,000 tested, 0.91% active;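 active = activation above the screen-wide mean of compound activation plus 3 SD, cut at about 130% in these data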;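 also: 0% = background luminescence of wells with medium and substrate only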
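Material: STAT3-luciferase reporter U3A cells. Controls: IL-6-treated wells, 100% activation. Read-out: % activation versus median of IL-6-stimulated wells. Probe or stimulus: IL-6 stimulus at 33 ng/mL final. Timing: compound 1 h, then IL-6 6 h at 37 °C. Signal: reporter luminescence signal.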
RAM inhibit: yeast RAM network inhibition | 190,000 tested, 1.8% active | S. cerevisiae dse1pr::URA3 reporter, 5-FOA growth OD615, 2 d; analog-sensitive cbk1-as2 kinase mutant strain | inhibition, % at 50 µM;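 active = inhibition above a set limit, 3 SD over mean compound inhibition, cut at about 8.4% in these data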;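 also: 0% = DMSO-only wells with no growth and 100% = 10 µM 1-NA-PP1 full growth; inhibition rescues growth on 5-FOA so higher OD means more RAM inhibition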
* hit, by the source's call; / = not tested or not shown. The order is random (roughly 5.6% active in at least one column).

smiles	PPARg SRC-3 ag	PPARg SRC-1 ag	ROMK mod	PPARg SRC-2 ag	STAT1 blocker	TR-FRET SRC-2 ct	STAT3 inh	TLR4-MyD88 BLA	S1P3 antagonist	STAT3 act	RAM inhibit
Cc1ccc(-c2nnnn2C2C/C(=N\NC(N)=S)C3OCC2O3)cc1 (stereo not drawn)	3	-3	0.3	1	-8	1655	1	3	-14	104	1.4
C=CCN1C(=O)C(CC(=O)O)SC1=Nc1ccc(C(=O)O)cc1 (stereo not drawn)	-2	0	0.58	-6	14	1723	-4	-8	-18	103	0.2
CCOC(=O)N1CCN(C(=O)CN(c2cc(C(F)(F)F)ccc2Cl)S(C)(=O)=O)CC1	1	-5	/	7	2	1776	6	2	-19	100	1.1
O=C(/C=C/Nc1ccc(Cc2ccc(N/C=C/C(=O)C(F)(F)F)cc2)cc1)C(F)(F)F	0	6	/	6	-21	1574	-2	3	4	104	4.6
O=C(NCCC1=CCCCC1)C1COc2ccccc2O1 (stereo not drawn)	-1	2	/	7	-10	1491	-8	0	-7	112	-0.3
Cc1ccc(C)c2[nH]c(=O)c(CN(Cc3ccco3)C(=O)Nc3ccccc3)cc12	-3	2	/	9	8	1730	18	3	-5	89	1.7
Cc1cc(C)n(-c2n[nH]c(C)c2[N+](=O)[O-])n1	-5	-7	-0.042	-3	-8	1487	6	-7	-1	100	-0.3
CC(C)(C)NC(=O)COc1ccc(CNn2nnnc2N)cc1	-6	2	0.67	-3	1	1378	7	2	/	96	1.4
NNC(=O)c1csc(-c2cccc(C(F)(F)F)c2)n1	2	0	-0.46	-5	-6	1567	10	-7	-15	96	-0.7
CC(C(=O)Nc1nccs1)N1C(=O)C2CC=CCC2C1=O (stereo not drawn)	-2	4	0.29	-8	-1	1589	2	13	-20	102	3.5
O=C(/C=C/c1cccs1)NC1CC1	6	7	0.46	1	1	1459	-5	-1	-7	109	1.1
CCOC(=O)C(=O)/C(=C\N(C)C)c1onc(-c2ccccc2)c1C(=O)OC	4	-1	/	8	-4	1640	-12	0	/	115	0.9
COc1ccc(S(=O)(=O)/N=C2/NC(=O)/C(=C\c3ccco3)S2)cc1	4	-1	/	-5	-2	1515	-5	16	3	104	5.3
Nc1ccccc1C(=O)NCc1ccc(F)cc1	-4	-6	-0.28	0	9	1529	7	9	-10	99	0.8
O=C(OCc1nnc(-c2ccccc2)o1)c1cccnc1Cl	3	17	/	0	-10	1684	7	-5	2	96	-0.5
CC1(C)C(=O)OC(C(=O)c2ccc(Cl)cc2)C(C)(C)C1=O (stereo not drawn)	2	0	0.94	-5	3	1612	-4	14	-4	107	0.8
CSc1nc2c(c(=O)n1C)SC(C)C2 (stereo not drawn)	6	0	/	3	0	1476	-12	-5	5	114	-0.1
COC(=O)c1cn(NC(=O)Cc2ccc(Cl)c(Cl)c2)c(=O)c2ccccc12	-3	-7	-1.1	3	8	1567	2	-4	-13	97	1.8
O=C(NNC1=NC2(CCCC2)Cc2ccccc21)c1ccncc1	3	-6	0.89	-2	1	1408	8	7	-16	104	0.4
CCN(Cc1ccccc1)C(=O)C1CCC(CNc2c(N3CCOCC3)c(=O)c2=O)CC1 (stereo not drawn)	8	4	/	7	7	1569	8	-19	/	101	2.0
C/C(=N\NC(=O)CCc1ccc(S(=O)(=O)N2CCOCC2)cc1)c1ccc(Br)cc1	2	6	-0.76	0	-5	1738	1	4	-22	100	2.7
O=C(Cc1cccs1)Nc1nnc(SCc2cccc3ccccc23)s1	2	3	0.57	-1	-3	1388	6	-4	-1	94	4.3
Cc1cccc(NC(=O)c2cc([N+](=O)[O-])ccc2N2CCN(C)CC2)c1	5	10	-0.62	6	-12	1595	6	7	-22	99	0.9
CCCCc1c(O)nc2sc3cc(OC)ccc3n2c1=O	1	0	-0.11	-1	3	1529	3	3	/	100	0.1
Cc1ccc(-c2csc(-c3c[nH]c4ccccc34)n2)c(C)c1	2	18	/	4	-24	1531	11	4	/	99	2.3
CCC(=O)c1ccccc1OCCN1C(=O)NC(C)(C)C1=O	4	5	-0.38	8	2	1706	-3	-4	6	105	-0.1
O=C(CN1C(=O)CC(c2ccco2)Sc2ccccc21)NC1CCCCC1 (stereo not drawn)	1	0	/	3	0	1557	/	-12	-8	/	0.9
CS(=O)(=O)N(CC(=O)N/N=C/c1ccc(OCC(=O)N2CCOCC2)cc1)c1ccccc1Cl	2	4	/	-8	4	1518	19	-6	0	85	-0.8
CCOC(=O)/C(C#N)=N/Nc1ccc(S(=O)(=O)N2CCc3ccccc32)cc1	4	1	/	6	11	1564	-2	-7	17	102	2.7
CCOc1cccc(C(=O)Nc2ccccc2OC(F)F)c1	-16	1	-0.72	8	-9	1566	21	-7	7	84	-0.4
CCOc1cc(/C=N/O)ccc1OCC(=O)Nc1cccc(C)c1	5	3	/	-1	-4	1567	-12	-7	7	109	2.3
CC(NC(=O)CC12CC3CC(CC(C3)C1)C2)C(=O)O (stereo not drawn)	2	2	2.1*	-8	-4	1436	0	6	-8	103	1.6
C=CCOCC(O)CS(=O)(=O)Cc1ccc(Cl)cc1 (stereo not drawn)	-3	-2	-0.093	-6	-1	1397	-4	-1	/	104	4.3
CCOC(=O)NC(=O)CSc1nc(C)cc(C)c1C#N	-1	1	-0.18	7	-26	1761	28	2	-30	80	2.2
CCC(Sc1nc2cc(OC)c(OC)cc2c(=O)n1Cc1ccc(OC)cc1)C(=O)NCCOC (stereo not drawn)	0	1	1.2	-1	4	1654	10	-14	2	102	0.2
NS(=O)(=O)c1ccc(N/N=C2/CCCc3ccccc32)c([N+](=O)[O-])c1	2	6	-0.093	3	-2	1541	27	-12	3	80	2.7
CCN(c1c(C)n(C)n(-c2ccccc2)c1=O)S(C)(=O)=O	0	1	/	-1	-8	1528	9	-1	-23	97	1.5
CCOc1cccc(C(=O)Nc2ccc(N(CC)CC)cc2)c1	6	7	/	11	-8	1405	1	6	0	104	1.7
COc1ccc(O)c(-c2cc(-c3cccc(Br)c3)n[nH]2)c1	1	6	0.59	-1	-2	1407	-1	4	24	103	10*
COc1ccc(-c2nnc(SC(C)C(=O)Nc3c(C)n(C)n(-c4ccccc4)c3=O)o2)cc1 (stereo not drawn)	4	4	/	7	-2	1644	3	-5	/	101	-0.1
CCOC(=O)c1cccc(NC(=O)C2CCN(S(=O)(=O)c3cccs3)CC2)c1	-3	-2	-0.18	3	13	1638	4	2	/	97	3.2
CN(C)CCCN(C(=O)CCc1ccccc1)c1nc2ccc(F)cc2s1	-2	0	/	-1	-3	1643	6	4	-51	97	0.2
O=C(c1ccc([N+](=O)[O-])cc1)N1CCSC1c1ccc(Cl)cc1 (stereo not drawn)	-1	-9	-3.3*	-14	1	1390	0	17	5	100	0.8
CCc1nn(-c2ccccc2)c(=S)c2ccccc12	3	4	0.87	5	4	1461	-2	-8	-11	104	1.8
CCOC(=O)N1CCN(Cc2cccs2)CC1	3	-2	/	1	3	1467	6	-14	4	99	-0.3
Cc1cccc(CC(C)NC(=O)CCc2nnc(CCCCc3ccccc3)o2)n1 (stereo not drawn)	-5	0	-0.47	5	-6	1585	1	-4	11	104	0.5
O=C(O)c1ccc(CSc2nnc(-c3ccccc3Cl)n2-c2ccccc2)cc1	-2	-2	0.17	3	-4	1644	1	9	-8	103	2.9
Cc1ccc(C(=O)NNC2=NCCC2)cc1	2	5	/	1	3	1524	12	10	/	96	-1.1
CCN(C(=O)CSc1nnc(Cn2nnc3ccccc32)o1)c1nc(-c2ccccc2)cs1	11	3	0.0075	3	6	1608	11	-5	/	91	1.6
Cc1n[nH]c(=O)n1-c1ccc(C(C)(C)C)cc1	2	-3	0.76	7	-2	1612	2	6	2	102	0.1
O=C(CCCNS(=O)(=O)c1cccc2nsnc12)N1CCCCC1	2	-5	0.086	10	1	1550	-1	11	-6	103	0.1
COc1ccc(-c2nc(C#N)c(N3CCC(C(N)=O)CC3)o2)cc1	5	5	0.6	-1	-12	1493	3	-1	/	104	-0.6
COc1ccc(-c2ncc3ccccn23)cc1	6	10	-0.028	8	-26	1530	11	-10	6	94	1.5
O=C(COC(=O)c1cccs1)NCCCc1ccccc1	4	-1	-0.93	2	-3	1569	-1	14	5	106	0.3
CN(C(=S)Nc1ccccc1F)C1(c2ccccc2Cl)CCCCC1=O (stereo not drawn)	4	-1	/	2	0	1616	-3	-6	/	105	2.1

Screens (PubChem)
